Compound activity (PubChem BioAssay)
PAFAH1B3 FP inh: PAFAH1B3 enzyme inhibitors, primary screen, biochemical, fluorescence polarization, human. Platelet-activating factor acetylhydrolase IB subunit alpha1 (Homo sapiens), Q15102. recombinant PAFAH1B3, FP-rhodamine probe. inhibition, % at 3.39 µM. hit rate 0.28% among 340,000;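 active = inhibition above the screen-wide average of all tested compounds plus 3 SD, cut at about 25% in these data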;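 note: 0% = enzyme with DMSO only and 100% = wells lacking PAFAH1B3 protein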
LYPLA1 inh: LYPLA1 inhibitors, primary screen, counter-screen for PME1 inhibitor project, biochemical, fluorescence polarization, FP-Rh probe ABPP | hit rate 0.16% among 320,000 | inhibition, % at 5.9 µM | recombinant LYPLA1 | AID 2174, 2009;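 active = inhibition above the mean of all tested compounds plus 3 SD, set per campaign, cut at about 14% in these data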;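 note: inhibitors block serine hydrolase probe labeling of LYPLA1 so polarization falls; 0% = enzyme with DMSO and 100% = wells lacking LYPLA1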
Target sequence (O75608 whole entry, looked up): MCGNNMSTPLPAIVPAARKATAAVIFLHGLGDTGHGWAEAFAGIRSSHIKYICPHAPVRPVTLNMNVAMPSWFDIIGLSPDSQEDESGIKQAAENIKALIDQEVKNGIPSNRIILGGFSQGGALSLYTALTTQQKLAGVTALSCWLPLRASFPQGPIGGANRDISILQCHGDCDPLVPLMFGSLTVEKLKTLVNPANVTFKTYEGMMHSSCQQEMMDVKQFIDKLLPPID
PAFAH2 inh: PAFAH2 enzyme inhibitors, primary screen, biochemical, fluorescence polarization, human | recombinant PAFAH2, FP-rhodamine activity probe | inhibition, % at 3.39 µM | hit rate 0.99% among 340,000 | AID 492956, 2010;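 active = inhibition above the mean over all tested compounds plus 3 SD, cut at about 30% in these data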;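 note: inhibitors block probe labeling of enzyme so polarization drops; 0% = enzyme with DMSO and 100% = wells lacking PAFAH2 protein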
PAFAH1B2 FP inh: PAFAH1B2 enzyme inhibitors, primary screen, biochemical, fluorescence polarization, human. Platelet-activating factor acetylhydrolase IB subunit alpha2 (Homo sapiens), P68402. hit rate 1.2% among 340,000. recombinant PAFAH1B2, FP-rhodamine activity probe. inhibition, % at 3.39 µM. AID 492953, 2010;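 active = inhibition above the mean of all tested compounds plus 3 SD, cut at about 24% in these data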;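 note: 0% = enzyme with DMSO and 100% = wells lacking PAFAH1B2; many of its hits are not listed in these tables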
Target sequence (P68402 whole entry, looked up): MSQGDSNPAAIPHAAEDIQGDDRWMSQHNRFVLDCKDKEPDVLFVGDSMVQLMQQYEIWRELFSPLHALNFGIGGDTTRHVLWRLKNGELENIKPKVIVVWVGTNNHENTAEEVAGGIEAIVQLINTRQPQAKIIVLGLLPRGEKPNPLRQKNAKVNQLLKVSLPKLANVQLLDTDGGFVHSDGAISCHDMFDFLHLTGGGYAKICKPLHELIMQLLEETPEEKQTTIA
LYPLA2 counter: LYPLA2 inhibitors, primary screen, counter-screen for PME1 inhibitor project, biochemical, fluorescence polarization, FP-Rh probe ABPP; inhibition, % at 5.9 µM; AID 2177, 2009; hit rate 0.38% among 320,000; recombinant LYPLA2;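 active = inhibition above the screen-wide mean plus 3 SD, limit set per campaign, cut at about 26% in these data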;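 note: 0% = LYPLA2 with DMSO and 100% = wells lacking LYPLA2 enzyme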
PAD4 inh: human PAD4 inhibitors, primary screen, biochemical, fluorescence polarization, 1536-well format; recombinant PAD4, RCA probe fluorescence polarization; inhibition, % at 6.36 µM; hit rate 0.41% among 330,000; AID 485272, 2010;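 active = percent inhibition above a cutoff equal to the mean of all tested compounds plus 3 SD, cut at about 15% in these data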;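 note: 0% = PAD4 with RCA probe and DMSO and 100% = probe without PAD4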
GSTO1 counter: inhibitors of recombinant GSTO1, primary screen, counter-screen for RBBP9 inhibitor project, biochemical, fluorescence polarization; Glutathione S-transferase omega-1 (Homo sapiens), P78417; activity-based probe fluorescence polarization; AID 1974, 2009; inhibition, % at 5.96 µM; hit rate 1.1% among 300,000;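 active = inhibition above the campaign mean inhibition plus 3 SD, cut at about 35% in these data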;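 note: 0% = GSTO1-1 with DMSO and 100% = wells lacking GSTO1-1 enzyme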
PME-1 primary: PME-1 inhibitors via competitive probe labeling, primary screen, biochemical, fluorescence polarization, FP-Rh probe, HTS; Protein phosphatase methylesterase 1 (Homo sapiens), Q9Y570; recombinant PME-1; inhibition, % at 5.9 µM; hit rate 0.53% among 320,000; AID 2130, 2009;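 active = inhibition above the campaign mean of all compounds plus 3 SD, cut at about 26% in these data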;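 note: competitive labeling of PME-1 active site by serine hydrolase directed probe; 0% = PME-1 with DMSO and 100% = wells lacking PME-1 enzyme; inhibitors block probe labeling so polarization falls and inhibition rises; many of its hits are not listed in these tables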
pPAFAH inh: pPAFAH enzyme inhibitors, primary screen, biochemical, fluorescence polarization, human; Platelet-activating factor acetylhydrolase (Homo sapiens), Q13093; recombinant pPAFAH, FP-rhodamine probe fluorescence polarization; inhibition, % at 3.39 µM; hit rate 1.5% among 330,000;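 active = inhibition above the mean inhibition across the screen plus 3 SD, cut at about 25% in these data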;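 note: inhibitors block binding of the rhodamine activity-based probe so polarization drops; 0% = enzyme with DMSO and 100% = wells lacking pPAFAH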
Target sequence (Q13093 whole entry, looked up): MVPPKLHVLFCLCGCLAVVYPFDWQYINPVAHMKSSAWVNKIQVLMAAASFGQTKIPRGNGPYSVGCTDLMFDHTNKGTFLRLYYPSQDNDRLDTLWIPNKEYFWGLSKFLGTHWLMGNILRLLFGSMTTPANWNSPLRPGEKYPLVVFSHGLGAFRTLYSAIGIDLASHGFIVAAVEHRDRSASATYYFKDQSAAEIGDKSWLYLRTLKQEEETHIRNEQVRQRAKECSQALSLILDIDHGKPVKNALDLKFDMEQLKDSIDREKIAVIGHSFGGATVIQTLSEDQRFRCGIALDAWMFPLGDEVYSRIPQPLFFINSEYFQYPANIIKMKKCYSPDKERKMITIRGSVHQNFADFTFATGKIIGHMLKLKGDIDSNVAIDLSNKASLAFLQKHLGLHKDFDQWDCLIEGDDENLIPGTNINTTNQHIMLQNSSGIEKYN
The depositor's hits bear a star; nt = no result given.

SMILES	PAFAH1B3 FP inh	LYPLA1 inh	PAFAH2 inh	PAFAH1B2 FP inh	LYPLA2 counter	PAD4 inh	GSTO1 counter	PME-1 primary	pPAFAH inh
Cc1cc(Br)ccc1NC(=O)CN(C)C(=O)c1cc(S(=O)(=O)N(C)C)ccc1N1CCCC1	0	-3	-3	0	4	2	4	-5	3
COc1ccc(NC2CCCN(C(=O)c3cccnc3)C2)cc1 (stereo not given)	-7	-2	2	-1	-7	2	-7	0	2
Cc1nnsc1C(=O)NNS(=O)(=O)c1cc(C(F)(F)F)cc(C(F)(F)F)c1	9	0	2	6	-1	4	1	6	-6
COC(=O)c1c(-c2ccc(C(C)(C)C)cc2)csc1NC(=O)C1C2CCC(O2)C1C(=O)O (stereo not given)	6	-2	-4	20	-6	-5	-4	-5	4
CC(C)(C)N(CC#CCC(O)(c1ccccc1)c1ccccc1)CCO	3	3	16	12	6	3	9	-5	5
Cn1cc([N+](=O)[O-])c(C(=O)Nc2ccn(C34CC5CC(CC(C5)C3)C4)n2)n1	2	0	1	25*	-4	-6	-5	5	-1
COCCCNC(=S)Nc1ccccc1C	-1	-3	-4	-1	8	1	7	-1	-1
O=C1C2C3C=CC(C3=C3CCCCC3)C2C(=O)N1c1ccccc1 (stereo not given)	-3	-2	4	3	-3	-16	-5	3	6
Cn1c(=O)c2c(ncn2CC(=O)NC[C@H]2O[C@@H](n3cnc4c(N)ncnc43)[C@H](O)[C@@H]2O)n(C)c1=O	2	nt	0	-1	nt	-7	nt	nt	3
Cc1cccc(C(=O)NNC(=O)c2ccco2)c1	5	1	-8	8	-4	2	5	-1	-8
COc1ccc(Sc2ncnc3onc(C)c23)cc1	0	0	-5	3	0	10	1	-7	-2
Cc1ccccc1N(C)S(=O)(=O)c1nnc(NC(=O)c2ccco2)s1	8	2	7	2	6	-1	-14	-6	10
O=C(O)CC(NC(=O)CC(c1ccccc1)c1ccccc1)c1cccc([N+](=O)[O-])c1 (stereo not given)	8	4	1	7	2	0	1	5	3
O=C1CN(C(=O)COC(=O)c2oc3ccccc3c2COc2ccccc2)c2ccccc2N1	0	-6	-1	5	-4	-7	0	-1	-5
Cc1cc(/C(O)=C2\C(=O)C(=O)N(CCN(C)C)C2c2ccncc2)ccc1OCc1ccccc1 (stereo not given)	2	-4	-9	3	-1	3	-3	-4	-2

Results in PAFAH2 inh (two entries from above):
Molecule | PAFAH2 inh
Cc1cc(Br)ccc1NC(=O)CN(C)C(=O)c1cc(S(=O)(=O)N(C)C)ccc1N1CCCC1 | -3
COc1ccc(NC2CCCN(C(=O)c3cccnc3)C2)cc1 (stereo not given) | 2

(continued)
SMILES	PAFAH1B3 FP inh	LYPLA1 inh	PAFAH2 inh	PAFAH1B2 FP inh	LYPLA2 counter	PAD4 inh	GSTO1 counter	PME-1 primary	pPAFAH inh
N#Cc1c(=O)c2nc(NCc3ccccc3)ncc2n2ccccc12	7	-1	13	4	-5	2	21	0	9
O=C(Nc1ccc(S(=O)(=O)Nc2ncccn2)cc1)c1ccc(S(=O)(=O)N2CCCC2)cc1	2	-4	-7	0	-10	4	8	0	2
CCOC(=O)C1(Cc2ccccc2C)CCCN(Cc2cn(C)nc2C)C1 (stereo not given)	1	-2	6	1	-1	1	8	1	2
COC(=O)c1ccc(C(=O)OC)c(NC(=O)CN2CCCCC2)c1	4	-2	0	-5	-1	7	16	-11	2
O=C(C1CCN(CCCc2ccccc2)CC1)N1CCCCC1	-2	2	-4	2	3	3	5	-4	1
Cn1cccc1C(=O)NC(=O)COC(=O)c1cc([N+](=O)[O-])ccc1Cl	3	2	-1	3	2	-2	0	5	10
CCOc1cc(N2CCOCC2)c(OCC)cc1NC(=O)c1cc(C)nc2ccccc12	9	2	1	0	0	0	4	3	9
CCn1c2ccccc2c2cc(NS(=O)(=O)c3ccc(C)cc3)ccc21	10	-1	-1	0	-1	-4	10	4	8
COc1ccc(C(=O)Nc2ccc(C(=O)N3CCCCC3C)cc2)c(OC)c1OC (stereo not given)	-4	-2	1	-3	-1	5	3	2	3
O=C(Cn1cnc2ccccc2c1=O)N(Cc1ccco1)c1ccc(O)cc1	0	-3	5	7	1	4	-4	0	4
O=C(NCC1CCCO1)C1CC(c2ccc(Cl)c(Cl)c2)=NO1 (stereo not given)	8	0	-1	1	-1	4	-4	-5	9
O=C(NCCN1C(=O)S/C(=C\c2ccc(F)cc2)C1=O)C1CCN(S(=O)(=O)c2cccs2)CC1	0	-1	2	4	0	1	-6	-7	4
Cc1nn(CCCC(=O)Nc2cc(Oc3ccc(F)cc3)cc([N+](=O)[O-])c2)c(C)c1[N+](=O)[O-]	10	-11	-9	4	4	3	4	19	13
CNC(=O)NC(=O)C(C)OC(=O)c1ccc(Cl)c(S(=O)(=O)Nc2ccc(F)cc2)c1 (stereo not given)	0	2	-4	-4	11	-6	-8	5	29*
Cc1nn(C)c(C)c1CS(=O)(=O)c1ccccc1	4	-1	4	7	-2	-2	-5	-1	0
O=C1/C(=C/c2cccnc2)SC(=NCc2ccccc2)N1Cc1ccccc1	2	0	1	-2	1	-1	-2	3	3
COc1cc(OC)cc(-c2sc3ccc(OC)cc3c2C#CC(C)(C)O)c1	-6	-14	-15	-6	-33	-1	nt	-21	-4
COc1cc(-c2nnn(Cc3ccccc3C)n2)cc(OC)c1OC	0	3	7	3	10	-9	2	0	4
O=c1[nH]c2c(s1)C(c1ccco1)C1C3CCC(C3)C1S2 (stereo not given)	0	-1	12	57*	0	-6	-21	1	4
COc1ccc(C(=O)NCC(=O)OCC(=O)Nc2sccc2C#N)cc1OC	7	-4	5	4	-2	-8	4	-6	4
COC(=O)[C@@]12CCCN1[C@H](c1ccc(-c3ccc(F)cc3)cc1)[C@H]1C(=O)N(C)C(=O)[C@H]12	9	2	-2	8	8	-1	-2	2	4
COc1ccc(N2CCN(C(=O)c3cc4c(=O)n(Cc5ccccc5)ccc4nc3C)CC2)cc1	8	6	-1	4	12	-1	10	-5	5
O=C(c1cccs1)N1CCCC1	-1	-5	4	-1	-6	1	2	1	-1
Cc1cc(C(=O)NNC(=O)CCN2CCN(c3ccccc3)CC2)c2ccccc2n1	3	0	-1	5	7	-6	1	3	4
CCOc1ccc2nc(SCc3ccc(OC)cc3)sc2c1	7	-5	-6	-3	-1	-7	2	-2	-6
CC1(C)C(=O)Nc2ccccc2N1C(=O)CSc1nc(-c2ccccc2)cs1	3	0	0	0	-2	-10	-3	-1	23
O=C1S/C(=C\c2ccc(N3CCOCC3)o2)C(=O)N1c1ccccc1	-9	-5	-9	-9	-10	-3	-10	-12	7
CC(C)OC(=O)c1cc(-c2ccc(C=O)o2)ccc1Cl	-3	-4	8	-4	-7	4	5	-5	15
CC(=O)c1cccc(NC(=O)N2CCC(NC(=O)C34CC5CC(CC(C5)C3)C4)CC2)c1	3	0	-4	2	4	-1	8	4	0
Cc1c(NC(=O)CN2C(=O)NC3(CCCCC3)C2=O)c(=O)n(-c2ccccc2)n1C	4	-2	-1	-6	2	10	-3	2	-2
Cc1ccc(C(=O)N[C@H](C(=O)OCC(=O)Nc2cccc(S(N)(=O)=O)c2)C(C)C)cc1	-7	-2	3	5	1	3	-7	-1	-3
COc1cccc(C(=O)NCC(=O)N/N=C/c2cccs2)c1	5	1	7	-1	-3	-4	-2	-4	0
CCc1ccccc1NS(=O)(=O)c1ccc(SC)cc1	-2	2	4	1	7	2	-1	4	6
Cn1c(SCc2ccccn2)nc2c1c(=O)[nH]c(=O)n2C	4	-2	3	5	2	-1	-3	0	4
COc1ccc(/C=N/NC(=O)c2cc(-c3ccc(C)cc3C)nc3ccccc23)cc1COC(C)=O	-13	-15	-25	-19	-19	-8	0	-16	-6
Fc1ccc(-c2nnc(Cc3ccc(Cl)cc3)o2)cc1	8	-1	-5	5	4	0	3	2	11
Cn1c2ccc(Br)cc2c2nnc(SCC(=O)O)nc21	-3	3	5	-2	0	-5	-9	2	-3
COc1ccc(-n2c(=S)[nH]c3sc(-c4ccccc4)cc3c2=O)c(OC)c1	8	-2	10	7	2	2	6	2	1
Cc1cccc(C(=O)NC2CCCCCCC2)c1	4	-3	-5	10	-1	3	-4	-6	4
O=C1CC(NCc2ccc(F)cc2)C(=O)N1c1ccccc1 (stereo not given)	9	4	-3	2	-2	3	8	-2	4
CC(C)CC1NC(=S)N(C2CCCCC2)C1=O (stereo not given)	4	4	-3	6	1	3	-3	-6	4
CCOC(=O)CN(C(=O)CNC(=O)c1cccs1)C(C(=O)NC1CCCC1)c1ccncc1 (stereo not given)	4	0	16	7	-4	-1	2	0	6
Cc1ccc(C(=O)NC(C(=O)Nc2cccc(S(N)(=O)=O)c2)C(C)C)cc1 (stereo not given)	7	1	4	2	7	2	12	0	6
Nc1c(N=O)c(=O)[nH]c(=O)n1-c1ccccc1	-1	2	-4	-2	3	6	-2	1	-1
Cc1ccc2c(c1)Sc1ccccc1CC2=O	-3	-2	-2	3	1	3	6	2	2
C#CC(CC)(CC)NC(=O)Nc1ccccc1C(=O)OC	5	-3	4	3	-1	1	5	1	0
O=C(CSc1nnc(-c2ccccc2)c(-c2ccccc2)n1)Nc1ncc(Cl)cc1Cl	16	-8	5	0	-11	-2	3	-7	1
CCCc1cc(C(=O)N2CCC(N3CCC(C(=O)NC(C)C)CC3)CC2)n(C)n1	-1	1	-3	3	2	-3	-4	-1	2
NNC(=O)c1ncoc1-c1ccc(Cl)cc1	3	3	-5	6	0	-2	-5	-3	2
Cn1nc(C(F)(F)F)c(-c2ccc(F)cc2)c1NC(=O)c1cccnc1	nt	-3	nt	nt	2	-3	-3	-3	0
CC1(C)CC(NC(=O)C23CCC(C)(C(=O)C2=O)C3(C)C)CC(C)(C)N1 (stereo not given)	-3	1	-3	3	9	-4	-2	0	1
Cc1sc2ncnc(N3CCN(CCOc4ccc(Cl)cc4)CC3)c2c1C	4	6	-9	-5	9	-3	-1	5	-1
O=C(COC(=O)CNC(=O)c1ccc(Cl)cc1Cl)NNC(=O)c1ccccc1	5	-5	1	-3	4	1	nt	-1	5
O=C(CCCCCN1C(=O)[C@@H]2Cc3ccccc3CN2C1=O)Nc1ccccc1F	-1	3	-6	2	5	2	2	-4	4
CCn1c2c(c3cc(Cl)ccc31)CCCC2=O	-7	4	-11	1	4	-1	-3	4	15
O=C(CNC(=S)N(Cc1ccccc1F)C1CCCCC1)NCCCN1CCOCC1	4	0	1	3	-6	1	2	-6	-3
Cc1nn(-c2ccccc2)c2c1C(c1ccc(O)c(O)c1)N1C(=N2)C(Nc2ccccc2)=Nc2ccccc21 (stereo not given)	4	-17	-12	-5	-18	-3	-3	10	4
Cc1c(Cl)cccc1NC(=O)COc1ccc(S(=O)(=O)N2CCOCC2)cc1	2	-1	1	5	-4	-2	-5	-2	3

Some of the compounds tested; the hit share may differ from the screen's.
